High-throughput results as filed in PubChem.
eIF4E-4G inh: eIF4E/eIF4G interaction inhibition in translation initiation. 220,000 compounds, 0.37% hits. inhibition, % at 21.7 µM. TR-FRET eIF4E-eIF4GI(517-606) binding, 2 h. AID 782. P63073+Q04637;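 active means inhibition above about 30%, limit read from the data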;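 further: 0% = full FRET control wells and 100% = background wells lacking eIF4GI fragment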
EBV gp42 block: blocks Epstein-Barr virus glycoprotein 42 binding | Q1HVG2 | Fluorescence polarization binding assay, mP read-out | inhibition, % (tested at 21.74 µM) | 220,000 compounds, 0.42% hits | AID 1085; in the data active means inhibition above about 50%
Target sequence (Q1HVG2 whole entry, looked up): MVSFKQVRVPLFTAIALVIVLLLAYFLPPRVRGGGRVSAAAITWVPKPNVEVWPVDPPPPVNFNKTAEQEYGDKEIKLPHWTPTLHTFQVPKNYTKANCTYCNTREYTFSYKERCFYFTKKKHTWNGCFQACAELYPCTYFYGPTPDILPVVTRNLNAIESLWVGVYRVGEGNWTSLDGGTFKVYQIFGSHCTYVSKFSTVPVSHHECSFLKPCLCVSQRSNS
TNF necrop inh: blocks TNF-alpha induced death of Jurkat FADD-/- cells; AID 463075; activation (protection from cell death), % at 10 µM; 220,000 compounds, 0.068% hits; Jurkat FADD-/- TNF necroptosis rescue, ATP luminescence, 24 h; 0 = TNF only, 100 = no-TNF cells;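 active means activation, meaning protection from cell death, of at least 50% relative to plate controls; inactive means activation below 50%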;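 further: necroptosis triggered by 40 ng/mL TNF-alpha added together with compound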
zVAD death inh: blocks zVAD induced death of L929 cells | L929 zVAD necroptosis rescue, ATP luminescence, 24 h; with zVAD 60 µM | viability rescue, % at 10 µM | 220,000 compounds, 0.38% hits;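 active means activation, scaled between plate controls, above about 75%, limit read from the data; inactive means activation under that limit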;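 further: 0% = zVAD with DMSO and 100% = DMSO alone without zVAD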
Rad51 HR inh: blocks human Rad51 in homologous recombination; Q06609; AID 1385; 200,000 compounds, 0.085% hits; hRad51 DNA strand exchange, fluorescence dequenching; inhibition, % at 10 µM;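 active means inhibition above 40% at the single screening dose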;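 further: 0% = DMSO control wells and 100% = blanks with heterologous ssDNA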
Target sequence (Q06609 whole entry, looked up): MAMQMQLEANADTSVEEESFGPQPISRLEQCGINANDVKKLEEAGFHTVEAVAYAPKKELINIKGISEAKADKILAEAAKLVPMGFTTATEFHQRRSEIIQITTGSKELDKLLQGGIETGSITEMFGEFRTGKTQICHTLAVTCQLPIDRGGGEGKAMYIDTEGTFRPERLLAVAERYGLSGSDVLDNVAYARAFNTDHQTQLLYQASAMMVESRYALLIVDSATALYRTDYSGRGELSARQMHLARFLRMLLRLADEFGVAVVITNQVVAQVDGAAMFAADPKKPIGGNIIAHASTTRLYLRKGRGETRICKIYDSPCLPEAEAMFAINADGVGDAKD
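Test system: preformed human Rad51 ssDNA filaments; also added: Donor/quencher-labelled 47-bp dsDNA substrate; doses: 10 µM final, single point; times: 37 °C 15-min filament assembly, 30-min compound preincubation, 15-min exchange; detection: FRET fluorescence dequenching, excitation 485 nm, emission 520 nm; read-out basis: Fluorescence-based percent inhibition, control- and blank-normalised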
Mdm2 ligase inh: Mdm2 E3 ligase (human) inhibition. cell-based MDM2 ubiquitination luciferase reporter, 2 h; 0 = plate control, 100 = twice control, blank-subtracted. signal enhancement, % at 5 µM. 210,000 compounds, 0.11% hits;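 active means signal enhancement of 30% or more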;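 further: luminescence tracks abundance of the self-degrading MDM2-luciferase fusion protein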
Target sequence (Q00987 whole entry, looked up, the tested form may be a part): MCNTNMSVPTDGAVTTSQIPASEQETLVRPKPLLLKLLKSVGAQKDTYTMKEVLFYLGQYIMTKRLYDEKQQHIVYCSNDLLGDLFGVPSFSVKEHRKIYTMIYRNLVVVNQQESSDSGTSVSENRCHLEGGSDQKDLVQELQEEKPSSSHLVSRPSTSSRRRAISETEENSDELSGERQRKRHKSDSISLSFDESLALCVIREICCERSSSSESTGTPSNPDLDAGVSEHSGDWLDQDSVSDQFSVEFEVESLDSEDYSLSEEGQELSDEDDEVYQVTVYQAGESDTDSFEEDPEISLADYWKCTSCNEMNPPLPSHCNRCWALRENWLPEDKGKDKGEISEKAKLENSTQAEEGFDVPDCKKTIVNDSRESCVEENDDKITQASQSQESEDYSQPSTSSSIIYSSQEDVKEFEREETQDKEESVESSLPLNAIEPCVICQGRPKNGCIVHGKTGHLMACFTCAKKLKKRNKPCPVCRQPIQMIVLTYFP
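Assay system: stable mammalian line carrying autodegrading MDM2–luciferase fusion reporter; Input: 2000 cells in each well; Compound dosing: single-point 5 µM; Schedule: 2 h compound exposure at 37 °C; Signal: SteadyLite luciferase luminescence after 15 min room-temperature reagent incubation; Evaluation: % luminescence enhancement versus blank-corrected plate control mean; Benchmarks: plate controls and plate blanks.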
Calpain2 inh: inhibitors of pig calpain II; 220,000 compounds, 0.37% hits; AID 1236; purified calpain II, fluorogenic peptide substrate, 30 min; inhibition, % at 16 µM;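 active means inhibition above about 50%, limit read from the data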
KCC2 mod: KCC2 (human) Cl- transport modulation | Q9H2X9 | KCC2 cells, thallium flux FluoZin-2 fluorescence | B-score of Tl+ flux slope (higher = more flux/activation; lower = inhibition) at 10 µM | 190,000 compounds, 2.2% hits;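 active means thallium flux slope and its plate-corrected score both differing from the plate sample mean at a set confidence after two filtering rounds, in either direction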;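 further: slope of fluorescence scaled to starting intensity during 10 to 20 s after thallium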
PERK inhibitor: human PERK inhibition, primary cell-based screen. Q9NZJ5. CHO PERK-DD fusion, SEAP luminescence translation reporter. inhibition, % at 5.6 µM. 220,000 compounds, 0.17% hits. AID 1416;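 active means inhibition above the mean inhibition of all tested compounds plus 3 SD, set separately per screening campaign, cut at about 2.9% in these data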;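 further: PERK kinase domain activated by AP20187 dimerizer at 100 nM; 0% = DMSO with dimerizer and 100% = rapamycin at 8.4 µM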
An asterisk follows results filed as active; x = not tested or not shown; [ ] = remark or other dose.

SMILES | eIF4E-4G inh | EBV gp42 block | TNF necrop inh | zVAD death inh | Rad51 HR inh | Mdm2 ligase inh | Calpain2 inh | KCC2 mod | PERK inhibitor
CCC(=O)NCCSc1c[nH]c2ccccc12 | -3 | -11 | -0.7 | 0.8 | 5 | -14 | -31 | x | -0.1
CC(=O)N1C(C)(C)CC(=NOC(=O)c2ccc(C)cc2)CC1(C)C | -1 | -16 | 1.0 | 1.6 | -2 | -17 | 31 | -0.049 | 1.7
Cn1c(=O)c(=O)n(C)c2cc(S(=O)(=O)Nc3ccc4c(c3)OCCO4)ccc21 | 9 | -2 | -2.8 | -0.4 | -8 | -17 | 29 | -2.5 | 0.8
CC(C)Sc1sc(C(=O)O)c(-c2ccc(Cl)cc2)c1C#N | 2 | -7 | 1.2 | 0.5 | 4 | -15 | 36 | -3.1 | 0.0
CCOC(=O)c1cccnc1SCC(=O)NC(C)CC (centres undefined) | 3 | -12 | 0.6 | 0.1 | 7 | -9 | -6 | -0.54 | 0.4
CC(C)N(C#N)c1nc(N2CCOCC2)nc(N2CCOCC2)n1 | 2 | -14 | 0.1 | 62 | -4 | -8 | 1 | x | -0.1
O=c1cc(N2CCN(c3ccccc3F)CC2)[nH]c(=O)n1-c1ccc(Br)cc1 | -4 | -4 | 1.5 | 0.6 | -1 | -14 | -2 | x | 0.3
O=[N+]([O-])c1ccc(Cc2ccncc2)cc1 | -3 | -3 | 0.3 | 2.2 | -5 | -9 | -6 | 0.25 | 0.3
CCOC(=O)C1CCCN(C(=O)CSc2nccn2C)C1 (centres undefined) | -2 | -1 | -0.5 | 0.3 | 2 | 18 | -17 | x | 0.4
CCc1ccc(NC(=O)c2ccc(F)c(S(=O)(=O)NCC3COc4ccccc4O3)c2)cc1 (centres undefined) | 1 | 14 | -4.0 | 8.0 | -5 | -8 | -16 | 0.21 | 0.0
CCCCNC(=O)c1ccc(SCC(=O)N(CC)CC)c([N+](=O)[O-])c1 | 0 | 27 | 0.8 | 6.8 | 11 | 5 | -22 | -0.44 | 0.2
CCOC(=O)c1cnc(SCC(=O)N2CCC(C(N)=O)CC2)nc1N | 3 | -12 | 1.4 | -0.9 | 3 | -7 | 12 | 0.075 | 1.3
CC(=O)OCc1c(C(F)(F)F)nn(C)c1Sc1ccccc1 | -1 | -24 | 0.3 | 0.2 | -3 | -1 | -4 | -1.6 | 0.8
CN(CC(=O)OCC(=O)Nc1ccccc1)S(=O)(=O)c1ccc(Cl)cc1 | -1[fluorescence artefact?] | -16 | 4.7 | 0.9 | 4 | -30 | -21 | x | 0.5
COc1cc(C)c(Cl)cc1S(=O)(=O)n1cnc2ccccc21 | -4 | -8 | -0.8 | -0.1 | -1 | -15 | -9 | -0.031 | -0.8
Cc1cc(N)n(-c2ccc(Cl)cc2)n1 | 0 | -7 | -1.3 | 0.3 | 7 | -7 | -2 | 1.8 | 2.1
O=C(CSc1nnc(NC(=O)c2ccco2)s1)Nc1ccc2c(c1)OCCO2 | 4 | -4 | -0.2 | -0.5 | -15 | -4 | -3 | 1.1 | -0.5
CC(=C/C(=O)O)/C=C/c1cccs1 | 7[fluorescence artefact?] | -2 | 0.8 | 2.8 | 6 | 1 | -12 | x | 1.5
CCCCN(C(=O)CSc1nncn1-c1ccccc1OC)c1c(N)n(Cc2ccccc2)c(=O)[nH]c1=O | 1 | -2 | 0.6 | 2.1 | -2 | -12 | 14 | 0.64 | -0.6
COc1ccc(NC(=O)C2CCCN2S(=O)(=O)c2cccc3cccnc23)c(OC)c1 (centres undefined) | -4 | -4 | 0.4 | 1.8 | 10 | -15 | 14 | 0.28 | -0.5
Cc1cc(C)c2c(CN3CCN(Cc4ccc5c(c4)OCO5)CC3)cc(=O)oc2c1 | -2[fluorescence artefact?] | -11 | 1.7 | 0.2 | 17 | -10 | 1 | -1.7 | -1.0
COc1ccc(Cl)cc1N1CC(C(=O)Nc2nccs2)CC1=O (centres undefined) | 4 | -25 | -3.3 | 0.2 | 6 | 4 | -8 | -0.21 | -0.1
CN(Cc1cccs1)C(=O)CCc1c[nH]c2ccccc12 | -3 | -12 | -0.6 | 1.0 | 0 | -1 | 4 | -2.4 | -0.5
N#Cc1cccc(NC(=O)COC(=O)c2ccccc2Sc2ccccc2C#N)c1 | 2 | -15 | 0.1 | 0.0 | 2 | -5 | -45 | 0.23 | 1.4
CCOC(=O)c1cc2c(=O)n3ccccc3nc2n(Cc2ccco2)c1=NC(=O)c1cccc(OC)c1 | 3 | -14 | 1.7 | -2.0 | -11 | 15 | -259 | x | 0.5
O=C(Cn1c(=O)n(CC2CCCO2)c(=O)c2ccccc21)c1ccccc1 (centres undefined) | -4[fluorescence artefact?] | -11 | -2.5 | 0.1 | 16 | -4 | -12 | -0.04 | -1.1
O=C(Cc1ccccc1)NCCc1ccc(Cl)cc1Cl | 0 | -23 | 3.9 | 1.7 | 1 | 2 | 4 | -0.91 | -1.4
CNc1nc(Cl)nc(Nc2ccccc2)n1 | -2 | -7 | 0.9 | 4.8 | 0 | -3 | -6 | 0.14 | 1.6
CCOC(=O)CSc1nc2sc(C(=O)O)c(C)c2c(=O)[nH]1 | 1 | 0 | 0.6 | 1.0 | -1 | -6 | 9 | 0.9 | 2.4
Cc1ccccc1OCC(=O)NC(=S)Nc1ccc(N2CCOCC2)c(Cl)c1 | 2 | 3 | -4.9 | 0.0 | -6 | -6 | -31 | 1.2 | 1.2
COCCCNC(=S)Nc1ccc(C)cc1[N+](=O)[O-] | 0 | -10 | -1.8 | 5.5 | 6 | -2 | -23 | 0.56 | 1.7
COc1ccc(-c2nnc(SCC(=O)c3cccs3)n2-c2ccc(Cl)cc2)cc1 | 5 | 5 | -0.9 | -0.4 | 22 | 4 | -37 | -0.16 | 0.1
COc1ccccc1NC(=O)CN1C(=O)CSC(C)C1=O (centres undefined) | 4 | -1 | 1.6 | 0.6 | 7 | -17 | 5 | -0.0013 | 0.6
COC(=O)CCC(=O)OC1(C)C(=O)C2=CN(CCN3CCOCC3)C(c3ccc(OC)cc3)=CC2=C(Br)C1=O (centres undefined) | -3 | 1 | 0.0 | 0.3 | -1 | 7 | -23 | 0.7 | x
CCc1c(C)sc(NC(=S)N2CC(C)OC(C)C2)c1C(=O)OC (centres undefined) | 1 | -8 | 1.6 | 1.6 | x | -11 | 11 | 2.8 | 0.3
COc1cccc(C2=NOC(C(=O)NC(C)(C)C)C2)c1 (centres undefined) | 5 | -3 | 1.1 | 0.0 | -12 | -12 | 13 | -0.92 | 1.2
COc1cc2cc(Oc3ccc4ccc(=O)oc4c3)c(=O)oc2cc1OC(=O)/C=C/c1ccccc1 | -14 | -44 | -0.2 | 0.5 | -12 | -6 | -83 | 0.48 | x
Cc1cccc(NS(=O)(=O)c2cc(OCC(N)=O)c(C)cc2Cl)c1 | -7[fluorescence artefact?] | -9 | -1.3 | 0.0 | 5 | -4 | 19 | -0.18 | 0.1
CCn1cc(/C=N/NC(=O)COc2cccc3cccnc23)c2ccccc21 | 17 | -4 | 2.6 | 2.5 | 3 | 2 | 4 | -0.25 | -0.7
Clc1cccc2sc(N3CCCCC3)nc12 | 0 | -2 | -0.8 | 0.3 | 2 | 2 | 1 | 0.11 | 0.0
COc1ccc(C(=O)COc2ccccc2C(=O)Nc2ccccc2)cc1 | 3 | 3 | -0.9 | -0.8 | x | x | -1 | 0.034 | 0.8
O=C(OCC(=O)c1cccs1)c1ccc([N+](=O)[O-])o1 | 3 | -8 | -1.2 | -0.5 | -72 | 0 | -15 | -0.16 | -0.2
CC1CCCC(NC(=O)NC(=O)CCl)C1C (centres undefined) | -2 | 3 | -4.2 | -0.3 | 1 | 3 | 12 | -1.3 | 0.8
Clc1ccccc1OCc1nnc(-c2ccccc2Br)o1 | 1 | -11 | -0.2 | -0.5 | 2 | -8 | -17 | -2.8 | 0.2
Cc1cc(=O)[nH]c(/N=C(\N)Nc2cccc3ccccc23)n1 | -12 | 10 | -0.1 | -0.2 | 3 | -14 | 25 | 0.72 | 0.5

8 entries from above, tab-delimited:
smiles	eIF4E-4G inh	EBV gp42 block	TNF necrop inh	zVAD death inh	Rad51 HR inh	Mdm2 ligase inh	Calpain2 inh	KCC2 mod	PERK inhibitor
COC(=O)CCC(=O)OC1(C)C(=O)C2=CN(CCN3CCOCC3)C(c3ccc(OC)cc3)=CC2=C(Br)C1=O (centres undefined)	-3	1	0.0	0.3	-1	7	-23	0.7	x
CCc1c(C)sc(NC(=S)N2CC(C)OC(C)C2)c1C(=O)OC (centres undefined)	1	-8	1.6	1.6	x	-11	11	2.8	0.3
COc1cccc(C2=NOC(C(=O)NC(C)(C)C)C2)c1 (centres undefined)	5	-3	1.1	0.0	-12	-12	13	-0.92	1.2
COc1cc2cc(Oc3ccc4ccc(=O)oc4c3)c(=O)oc2cc1OC(=O)/C=C/c1ccccc1	-14	-44	-0.2	0.5	-12	-6	-83	0.48	x
Cc1cccc(NS(=O)(=O)c2cc(OCC(N)=O)c(C)cc2Cl)c1	-7[fluorescence artefact?]	-9	-1.3	0.0	5	-4	19	-0.18	0.1
CCn1cc(/C=N/NC(=O)COc2cccc3cccnc23)c2ccccc21	17	-4	2.6	2.5	3	2	4	-0.25	-0.7
Clc1cccc2sc(N3CCCCC3)nc12	0	-2	-0.8	0.3	2	2	1	0.11	0.0
COc1ccc(C(=O)COc2ccccc2C(=O)Nc2ccccc2)cc1	3	3	-0.9	-0.8	x	x	-1	0.034	0.8

(cont.)
SMILES | eIF4E-4G inh | EBV gp42 block | TNF necrop inh | zVAD death inh | Rad51 HR inh | Mdm2 ligase inh | Calpain2 inh | KCC2 mod | PERK inhibitor
CCC(=O)NCc1ccc2[nH]c(C)cc2c1 | -1 | -1 | -0.3 | 2.4 | -4 | -7 | -14 | 0.42 | 0.7
COc1ccc(C(CC(=O)O)NC(=O)c2ccccc2[N+](=O)[O-])cc1 (centres undefined) | 0 | -3 | 0.8 | 0.0 | -1 | -3 | -12 | 0.29 | 1.1
Cc1cc(C(=O)NC2=NCCS2)cs1 | 1 | -21 | 0.1 | 0.2 | 2 | -29 | -1 | 0.3 | 0.2
CCOC(=O)C1CCCN(C(=O)c2sc3nc(C)nc(N(CC)CC)c3c2C)C1 (centres undefined) | 2 | -27 | -1.4 | -0.2 | -6 | 7 | -4 | -0.73 | 0.3
COc1ccc(NC(=O)c2ccc3c(=O)n(-c4ccc(OC)cc4OC)c(=S)[nH]c3c2)cc1 | -8 | 8 | -1.7 | -0.3 | -2 | -3 | 2 | 0.37 | 0.4
COc1cc(C(=O)Nc2ccc3c(c2)N(C(=O)CN2CCN(C)CC2)c2ccccc2CC3)cc(OC)c1OC | 3 | -15 | -2.7 | 0.7 | 0 | -7 | -4 | 0.17 | 0.8
COc1ccc(OC)c(CCNC(=O)Cn2cccc2C(=O)c2ccccc2C)c1 | 1 | -17 | 0.5 | 0.4 | 12 | -20 | -20 | 0.0091 | 0.1
